Screening results as filed in PubChem.
ERAP1 HTS inh = human ERAP1 aminopeptidase inhibitors, primary screen, biochemical, single point, plate reader; Endoplasmic reticulum aminopeptidase 1 (Homo sapiens), Q9NZ08; recombinant ERAP1, Leu-AMC fluorescence, 60 min; inhibition, % at 10.7 µM; 0.15% of 340,000 active; AID 652197, 2013;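 active = mean replicate inhibition of at least 30%, or all replicates individually reaching that 30% level; inactive = mean below 30% and not every replicate reaching it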;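 also: 0% = neutral control wells and 100% = L-leucinethiol positive control wells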
esBAF inh = Bmi1 luciferase reporter increase in mESCs, primary screen, esBAF inhibitor project, mouse ES cells, Bmi1 luciferase knock-in, single point. 2% of 350,000 active. 24 h; 100% = twice the neutral-well signal. reporter increase, % at 12.5 µM; in the data active = activation above about 40%;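 also: 0% = median of the plate's neutral control wells and 100% = double that signal; a rise in the Bmi1 reporter signal indicates esBAF inhibition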
INS-1E GSIS act = GLuc luminescence reporter in INS-1E cells, primary screen for activators of glucose-dependent secretion of insulin; INS-1E GLuc reporter insulin secretion, 2-3 h; AID 743287, 2014; activation, % at 16.6 µM; 0.61% of 370,000 active;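 active = lowest replicate activation of at least 40%, so every replicate reaches that level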;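 also: 0% = median of neutral control wells and 100% = median of IBMX positive control wells; some compounds called inactive have numbers as strong as hits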
RAD54 branch = inhibitors of human RAD54 branch migration, primary screen, biochemical, fluorescence, single point; DNA repair and recombination protein RAD54-like (Homo sapiens), Q92698; RAD54 Holliday junction branch migration, FAM/BHQ fluorescence; inhibition, % at 10.4 µM; 0.14% of 360,000 active;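 active = mean normalized replicate activity at least 40 and at least half of replicates scoring 40 or more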;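 also: 0% = median of neutral control wells and 100% = median of positive control wells; inhibitors cause a drop in the FAM fluorescence signal; in these data hits start at about 50%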
Target sequence (Q92698 whole entry, looked up): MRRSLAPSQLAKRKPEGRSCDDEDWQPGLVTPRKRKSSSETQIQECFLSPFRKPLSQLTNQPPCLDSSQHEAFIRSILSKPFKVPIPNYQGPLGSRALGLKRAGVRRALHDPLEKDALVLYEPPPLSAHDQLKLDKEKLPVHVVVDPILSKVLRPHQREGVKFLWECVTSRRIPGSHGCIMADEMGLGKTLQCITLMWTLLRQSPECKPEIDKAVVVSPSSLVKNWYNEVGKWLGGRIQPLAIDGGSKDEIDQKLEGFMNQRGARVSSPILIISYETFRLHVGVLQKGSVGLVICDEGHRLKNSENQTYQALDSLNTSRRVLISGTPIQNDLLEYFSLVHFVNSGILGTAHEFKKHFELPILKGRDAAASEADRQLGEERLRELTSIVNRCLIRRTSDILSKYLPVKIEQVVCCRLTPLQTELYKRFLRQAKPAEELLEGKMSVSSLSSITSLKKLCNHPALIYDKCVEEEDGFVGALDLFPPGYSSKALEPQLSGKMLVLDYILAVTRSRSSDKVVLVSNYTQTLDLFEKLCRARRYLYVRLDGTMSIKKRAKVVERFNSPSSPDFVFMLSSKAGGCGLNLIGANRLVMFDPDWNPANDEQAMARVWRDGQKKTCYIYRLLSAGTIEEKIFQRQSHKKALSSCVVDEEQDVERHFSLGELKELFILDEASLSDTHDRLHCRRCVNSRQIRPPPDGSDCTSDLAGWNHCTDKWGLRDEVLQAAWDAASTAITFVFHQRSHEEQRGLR
CFTR F508del cor = F508del CFTR correction, initial screen, CFBE line, single point; CFBE cells, YFP halide quenching; stimulated with forskolin plus potentiator P3; % fluorescence drop versus neutral controls; activity (quench increase), % at 7.58 µM; 0.36% of 350,000 active; AID 720511, 2013;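 active = mean added fluorescence quench of at least 8% versus neutral control, with both replicates also reaching 8%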;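 also: cells transiently co-express mutant CFTR-F508del with the halide-sensitive YFP; corrector assay measuring rescue of mutant channel to the surface after 24 h compound exposure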
RAD52 inh = RAD52 DNA annealing inhibitors, primary screen, biochemical, FRET, single point, set 2; DNA repair protein RAD52 homolog (Homo sapiens), P43351; recombinant RAD52 DNA annealing, FRET fluorescence; inhibition, % at 18.7 µM; 0.46% of 360,000 active;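 active = every replicate showing at least 50% inhibition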
ARNT-TACC3 inh = disruptors of ARNT/TACC3 protein interaction, primary screen, biochemical, AlphaScreen, single concentration | Transforming acidic coiled-coil-containing protein 3 (Homo sapiens), Q9Y6A5 | AlphaScreen His-ARNT PAS-B/GST-TACC3 binding, luminescence; TACC3 fragment carries E629A point mutation | inhibition, % at 9.99 µM | 0.66% of 390,000 active | AID 623870, 2012;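 active = mean inhibition of replicates at least 50% and at least half of replicates each reaching 50%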;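 also: 0% = complete ARNT plus TACC3 wells and 100% = ARNT alone without TACC3; many hits fall short of the cut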
Xi reactivation = activators of inactive X chromosome reactivation, primary screen, imaging, XiGFP fibroblasts, GFP high-content imaging, set 2. XiGFP mouse fibroblasts, % GFP-positive cells imaging, 3 d; cells co-treated with 5-aza-dC sensitizer; scaled so ellipticine positive control = 100%. activation, % at 7.58 µM. 0.055% of 360,000 active. AID 743238, 2013;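 active = mean normalized replicate activation at least 10% and every replicate at or above 10%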;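 also: 0% = median of on-plate neutral control wells and 100% = ellipticine 6 µM median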
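Assay system: SV40-immortalized XiGFP fibroblast cells, line 68-5-11; buffer or medium: DMEM plus 5-aza-dC sensitizer; compound: one concentration, pinned; timing: compounds 3 days, fix/stain 15 min at room temperature; benchmarks: positive control ellipticine, 6 µM final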
The depositor's hits bear a star; x = no result given.

Sample of the layout (three entries):
structure	ERAP1 HTS inh	esBAF inh	INS-1E GSIS act	RAD54 branch	CFTR F508del cor	RAD52 inh	ARNT-TACC3 inh	Xi reactivation
CC(OC(=O)CC1CC2CCC1C2)C(=O)Nc1cccc(S(=O)(=O)N2CCOCC2)c1 (stereo not given)	2	x	-26	x	3.4	-9	6	0.2
Cc1c(N(C(=O)c2ccccn2)C2(C(=O)NC3CCCC3)CCCCC2)c(=O)n(-c2ccccc2)n1C	-2	x	9	x	1.6	2	2	0.0
COc1ccc(C2c3cc4c(cc3OC(NNC(N)=O)C2C)OCO4)cc1 (stereo not given)	2	x	-21	x	2.1	-4	x	0.3

Main list, repeating the preview:
structure	ERAP1 HTS inh	esBAF inh	INS-1E GSIS act	RAD54 branch	CFTR F508del cor	RAD52 inh	ARNT-TACC3 inh	Xi reactivation
CC(OC(=O)CC1CC2CCC1C2)C(=O)Nc1cccc(S(=O)(=O)N2CCOCC2)c1 (stereo not given)	2	x	-26	x	3.4	-9	6	0.2
Cc1c(N(C(=O)c2ccccn2)C2(C(=O)NC3CCCC3)CCCCC2)c(=O)n(-c2ccccc2)n1C	-2	x	9	x	1.6	2	2	0.0
COc1ccc(C2c3cc4c(cc3OC(NNC(N)=O)C2C)OCO4)cc1 (stereo not given)	2	x	-21	x	2.1	-4	x	0.3
CO[C@@H]1CN(C)C(=O)c2cc(NC(=O)Nc3cccc(F)c3)ccc2OC[C@@H](C)N(C(C)=O)C[C@@H]1C	-2	6	5	3	-2.7	-11	3	0.4
CC(=O)c1ccc(NC(=O)Cn2cnc(S(=O)(=O)N3CCOCC3)c2)cc1	-2	-4	-1	5	-0.2	-13	5	0.0
COc1ccccc1-c1oc2ccccc2c1C#CCCO	x	-10	-4	-3	0.4	x	0	0.0
COc1ccc(CN2C[C@H](C)[C@@H](CC(=O)NCc3ccccc3)C2=O)cc1	-1	-5	-8	2	0.8	-13	-3	0.2
O=C1CCC(=O)N1OCCOc1ccccc1	-3	1	-11	1	1.7	-22	-6	0.0
CCOCCCNCc1ccc(OCC(=O)N2CCOCC2)c(OC)c1	0	6	2	0	2.9	-10	-4	0.2
COc1cccc(CN2CCN(C3CCN(c4ccccc4C)CC3)CC2CCO)c1 (stereo not given)	-2	x	-13	x	2.0	-7	1	0.7
O=C(COc1ccc(S(=O)(=O)N2CCOCC2)cc1)NC1CC1	0	4	12	3	-2.6	2	1	0.0
CC1(C)CC(=O)C(C(=S)Nc2ccccc2)=C(NC2CC(C)(C)NC(C)(C)C2)C1	-6	x	-1	x	1.1	-3	23	0.5
Cc1[nH]nc(Nc2ccc(C(C)C)cc2)c1[N+](=O)[O-]	x	93*	11	4	-0.1	5	3	0.0
CCOc1ccc(S(=O)(=O)N(CC(=O)NN=C2CCN(C)CC2)c2ccc(C)cc2)cc1	-1	-4	3	1	-1.7	-8	2	0.0
C[C@@H]1CN([C@@H](C)CO)C(=O)c2cc(NC(=O)CCC(F)(F)F)ccc2O[C@@H](C)CCCCO[C@@H]1CN(C)S(=O)(=O)c1ccc(F)cc1	-5	-2	-3	7	3.9	-2	x	0.1
COc1cc([N+](=O)[O-])ccc1NC(=O)CC1SC(=Nc2ccc(F)cc2)N(CCC2=CCCCC2)C1=O (stereo not given)	3	x	4	x	x	-23	5	0.1
COc1ccc(NS(=O)(=O)c2ccc(C)c(NC(=O)CN3C(=O)NC4(CCCC4)C3=O)c2)cc1	-3	3	-10	4	0.8	24	x	0.3
O=C(CCN1C(=O)COc2ccccc21)N1CCCCC1	x	6	36	-1	x	x	-4	x
CC1CCCCC1NC(=O)CSc1nnc(N)s1 (stereo not given)	x	-2	7	-2	x	x	-3	x
COC(=O)C[C@@H]1CC[C@H]2[C@H](COc3ccc(NC(=O)Nc4cccc(F)c4)cc3C(=O)N2C)O1	0	2	1	-6	-0.9	-24	-6	0.1

structure	ERAP1 HTS inh	esBAF inh	INS-1E GSIS act	RAD54 branch	CFTR F508del cor	RAD52 inh	ARNT-TACC3 inh	Xi reactivation
CC(C)(C)c1ccc(/C=N/Nc2ccc(C(=O)O)cc2)cc1	-23	x	-7	1	x	-3	3	0.0
CC(C)NC(=O)N(C)C[C@@H]1OCc2ccccc2-c2ccccc2C(=O)N([C@H](C)CO)C[C@@H]1C	-1	1	14	-1	-1.2	-3	-8	0.2
O=C(C1CC1)N1CC[C@@H]2[C@H](CO)Nc3ccc(C#Cc4ccccc4F)cc3[C@@H]21	x	-1	2	-4	-0.8	x	1	0.1
CCCCOc1ccc(C2=NNC(=O)CC2)cc1	-3	x	45*	x	x	-8	x	0.0
O=C(NCc1cccc(C(F)(F)F)c1)c1cc(-c2ccccc2)nn1CC1CC(c2cccnc2)=NO1 (stereo not given)	2	7	-12	8	-3.8	-15	-3	0.0
CCC1Oc2ccccc2N(CC(=O)NCCN2CCCC2)C1=O (stereo not given)	5	-2	-7	-17	0.0	-20	-1	0.1
O=C(CN1C(=O)NC2(CCCC2)C1=O)Nc1ccccc1C(F)(F)F	-4	-4	-4	-8	-1.3	-19	-6	0.1
O=C(Nc1cccc(-c2cccc(F)c2)c1)C1CCN(Cc2ccco2)CC1	0	-2	-32	7	-2.0	-39	3	-0.2
Cc1ccc(NC(=S)N2CCN(c3ncccn3)CC2)cc1C	-2	x	-25	x	x	2	2	0.1
Cc1cccc(NC(=O)Nc2ccc(S(N)(=O)=O)cc2)c1	-4	x	1	-10	1.2	-8	x	-0.1
CCc1ccc[n+](-c2[nH]c(=O)sc2/C=N/N=C(\N)[O-])c1	1	x	5	x	-1.8	-7	12	0.3
COCC(=O)Nc1ccc2c(c1)OC[C@@H](C)N(Cc1cc(F)ccc1F)C[C@H](C)[C@H](OC)CN(C)C2=O	0	0	-6	12	-1.5	0	-4	0.3
COc1ccc(NC(=O)c2ccc(NC(=O)c3nc4nc(C)cc(C)n4n3)cc2)cc1	-5	0	12	5	1.6	5	x	0.3
Cn1c(=O)c2c(nc(Cc3ccc(N)cc3)n2C)n(C)c1=O	0	-5	18	-4	-2.0	-1	-7	0.0
CCOc1ccc(NC(=O)c2ccc(CC)s2)c([N+](=O)[O-])c1	-2	50*	-11	7	3.2	-6	5	0.0
Cc1nc(CN2CCN(S(=O)(=O)c3c(Cl)cc(Br)cc3Cl)CC2)cs1	2	x	68*	x	1.4	2	0	0.0
Cc1ccc(S(=O)(=O)NCC[C@H]2CC[C@H](NC(=O)NC(C)C)[C@@H](CO)O2)cc1	0	0	-4	7	-1.4	15	x	0.2
COc1ccc(NC(=O)N2CCCCN3[C@@H](CO)[C@H](c4ccc(C5=CCCCC5)cc4)[C@@H]3C2)cc1	-1	0	-26	1	0.7	71*	16	0.0
CCC(C(=O)c1ccccc1)P(=O)(NN)c1ccccc1 (stereo not given)	x	x	-2	-1	0.8	-3	x	1.3
Fc1cccc(CCN2CCNC[C@@H]2c2ccccc2)c1	1	2	-17	-6	3.7	-18	3	0.1

structure	ERAP1 HTS inh	esBAF inh	INS-1E GSIS act	RAD54 branch	CFTR F508del cor	RAD52 inh	ARNT-TACC3 inh	Xi reactivation
Cn1c(=O)n(C)c2cc(NC(=O)c3ccccc3[N+](=O)[O-])c(Br)cc21	-4	1	6	4	0.9	-5	0	-0.1
COCC(C)NCc1cccc2ccccc12 (stereo not given)	1	x	9	x	1.2	-4	21	0.2
COc1ccc(C(=O)NCC[N+](C)(C)C)cc1	x	x	10	x	0.5	-12	x	0.1
N#Cc1ccccc1NC(=O)COc1c(Br)cc(Br)c2cccnc12	-3	11	-9	0	-0.8	-10	x	0.0
C[C@H]1CN([C@@H](C)CO)C(=O)c2ccccc2-c2ccccc2CO[C@@H]1CN(C)S(=O)(=O)c1ccc([N+](=O)[O-])cc1	-5	x	4	x	2.5	3	x	0.2
O=C(NC1CCSc2ccccc21)c1ccc([N+](=O)[O-])cc1 (stereo not given)	-3	4	2	-2	1.2	-4	-10	0.4
CO[C@H]1CN(C)C(=O)c2ccc(NS(=O)(=O)CC(F)(F)F)cc2OC[C@@H](C)N(C(=O)c2ccc3c(c2)OCO3)C[C@@H]1C	x	10	-2	8	-0.7	-11	10	0.2
O=C(NC(=S)Nc1ccc(O)cc1)C1CCCC1	-4	2	40	-1	-1.5	-8	-5	0.2
COc1ccccc1NC(=O)Nc1cccc(NC(C)=O)c1	6	-4	11	-9	-2.0	-5	-2	0.1
O=C(O)C(c1ccccc1)N1C(=O)/C(=C/c2cccs2)SC1=S (stereo not given)	-3	-1	-13	x	0.8	-19	65*	0.0
Cc1ccc(-c2ccc([C@@H]3[C@@H](CO)N4CCCCN(C(=O)Nc5cccc(F)c5)C[C@@H]34)cc2)cc1	-1	x	-13	11	2.2	-2	16	0.2
COc1ccc(Br)c(C(=O)NCC2CCCCC2)c1	2	2	-3	-7	-1.5	-21	-2	0.3
COc1cc(S(=O)(=O)Nc2ccc(C)cc2)ccc1N=Cc1c(C)[nH]n(-c2ccccc2)c1=O	-3	x	9	x	2.3	-12	-2	0.0
C[C@H](O)C#Cc1cnc2c(c1)C(=O)N([C@@H](C)CO)C[C@H](C)[C@H](CN(C)C(=O)Cc1ccncc1)O2	4	3	22	-7	2.2	-17	-14	0.4
CCCCCCC(=O)Nc1nc(C)c(-c2csc(Nc3ccccc3OC)n2)s1	-1	-5	x	3	1.6	-70	-9	0.0
CCOc1ccc(CN(C)C(=O)CNC(=O)C2CCCCC2)cc1OC	-1	-7	27	5	1.2	-5	-3	0.0
CCN(Cc1ccncc1)C(=O)CC1C(=O)NCCN1Cc1ccc(F)c(F)c1 (stereo not given)	-1	x	8	x	x	-20	-5	0.1
COc1ccc(NC(=O)CN2CCCC2c2cccs2)cc1S(=O)(=O)N1CCCCC1 (stereo not given)	1	5	x	4	3.7	-130	1	0.0
COc1ccc(-c2c(C(C)=O)c(C)nc3sc4c(c23)NC(c2ccccc2)NC4=O)cc1 (stereo not given)	x	-8	23	-8	x	x	3	x
